# West Nile antiviral: inhibition of WNV-induced cytopathic effect – cell-based, CPE readout (AID 1621) | West Nile virus-infected cells, CPE inhibition; higher % means a stronger effect | CPE inhibition, % at 10 µM; hits with a dose series show IC50 in µM | 290,000 compounds, 0.02% hits; in the data active = a potency from the dose series; note: strong numbers were not always called active
# GPR35 antagonists: inhibition of zaprinast-stimulated GPR35 beta-arrestin translocation – imaging, U2OS, beta-arrestin-GFP, zaprinast agonist, primary screen (AID 2058); 290,000 compounds, 0.052% hits; inhibition, % at 10 µM; hits with a dose series show IC50 in µM; U2OS GPR35 beta-arrestin-GFP translocation imaging, zaprinast antagonism; higher % means a stronger effect;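 active = inhibition of at least 50% with at least 30 cells and total cytoplasm GFP at most 10,000,000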
# HIV fusion peptide: inhibitors of HIV fusion peptide binding, primary screen, biochemical, uHTS, fluorescence dequenching (AID 1986). cell-free peptide binding, fluorescence dequenching, 30 min; higher % means a stronger effect. one-dose inhibition, % at 20 µM; IC50 in µM for titrated hits. 290,000 compounds, 0.3% hits; in the data active = inhibition mostly above about 52%, no sharp cut-off; inactive = mostly below about 76%; note: some results filed as inactive read as strong as hits
# NOD1 NF-kB reporter: inhibition of NOD1-driven NF-kB reporter – cell-based, luminescence, uHTS, primary screen (AID 1578) | one-dose inhibition, % at 4 µM; EC50 in µM for titrated hits | 290,000 compounds, 1% hits | NOD1-driven NF-kB luciferase reporter cells, luminescence; higher % means a stronger effect; in the data active = inhibition mostly above about 36%, no sharp cut-off; inactive = mostly below about 34%;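 note: HEK-293T reporter cells stimulated with the NOD1 agonist gamma-tri-DAP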
# KOR beta-arrestin-1: kappa opioid receptor blockers – cell-based, luminescence, uHTS (AID 1778); KOR beta-arrestin recruitment, luminescence, antagonist mode; higher % means a stronger effect; inhibition, % at 10 µM; hits with a dose series show IC50 in µM; 290,000 compounds, 0.091% hits; in the data active = inhibition above about 50%; note: strong numbers were not always called active
# GPR55 LPI antagonism: GPR55 antagonists blocking LPI-driven arrestin recruitment, primary screen, imaging, U2OS, beta-arrestin-GFP, LPI agonist (AID 2013); U2OS GPR55 beta-arrestin-GFP translocation imaging, LPI antagonism; higher % means a stronger effect; inhibition, % at 10 µM, or IC50 in µM where a hit was titrated; 290,000 compounds, 0.13% hits;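 active = spots per cell inhibited over 60%, with over 100 cells counted and total cytoplasm intensity under 500,000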;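 note: U2OS cells stably carrying GPR55 and arrestin-GFP stimulated by 5 µM LPI near EC80; imaged beta-arrestin-GFP aggregate spots per cell after agonist stimulation; plate controls were LPI-stimulated DMSO wells for no effect and DMSO wells without LPI for full effect; some results filed as inactive read as strong as hits; confirmed hits need IC50 under 10 µM and bright autofluorescent wells are also inconclusive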
# GPR55 activation: selective activators of receptor GPR55 – imaging, U2OS cells, beta-arrestin-GFP redistribution, primary screen (AID 1961); 290,000 compounds, 0.048% hits; U2OS GPR55 beta-arrestin-GFP redistribution imaging; higher % means a stronger effect; one-dose activation, % at 10 µM; EC50 in µM for titrated hits;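 active = activation above 40% with more than 50 cells counted in the well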;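 note: U2OS osteosarcoma cells stably expressing GPR55 and beta-arrestin-GFP; plate controls were DMSO negative control for no effect and LPI positive control for full effect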
# KOR beta-arrestin-2: kappa opioid receptor activators – cell-based, luminescence, uHTS, primary screen (AID 1777); KOR beta-arrestin recruitment, luminescence; higher % means a stronger effect; one-dose activation, % at 10 µM; EC50 in µM for titrated hits; 280,000 compounds, 0.02% hits; in the data active = activation above about 50%, passing the limit was not always enough; note: a part of the inactive calls stands beside numbers as strong as those of hits
# Dengue-2 NS5 capping: Dengue-2 NS5 methyltransferase inhibitors, primary screen, biochemical, confirmation dose response (AID 588689) | Dengue-2 NS5 methyltransferase capping enzyme assay, biochemical; higher % means a stronger effect | inhibition, % at 25 µM; hits with a dose series show IC50 in µM | 340,000 compounds, 0.3% hits; in the data active = a potency from the dose series
# Dengue-2 NS5 capping pilot replicate: second read-out of Dengue-2 NS5 capping, no call of its own (marks repeat the call); inhibition, %; measured here: pilot screen replicate inhibition
# * hit, by the source's call; . = not tested or not shown; [ ] = dose if it differs, or a comment. Only part of the results is shown; rates above refer to the full screens.
SMILES,West Nile antiviral,GPR35 antagonists,HIV fusion peptide,NOD1 NF-kB reporter,KOR beta-arrestin-1,GPR55 LPI antagonism,GPR55 activation,KOR beta-arrestin-2,Dengue-2 NS5 capping,others
C=CCn1c(CNC(=O)c2cccs2)nnc1SCC(=O)Nc1ccc(C(=O)O)cc1,-0.2%,4%,0.0%,8%,38%,0%,-0.2%,1.4%,-15%,Dengue-2 NS5 capping pilot replicate=-0.1
Cn1c(N)c(C(=O)COC(=O)CCOc2ccc(C(C)(C)C)cc2)c(=O)n(C)c1=O,0.8%,-20%,0.8%,-35%,-48%,14%,-0.7%,1.4%,-4%,
CC(C)c1ccc(OCC(=O)NC2CC(C)(C)NC(C)(C)C2)c(Br)c1,-0.6%,-11%,1.8%,-40%,22%,6%,0.8%,2.9%,-1%,
O=C(O)COc1ccccc1/C=N/NC(=O)CSc1nc2ccccc2c(=O)n1-c1ccc(Cl)cc1,0.5%,-9%,22%,-5%,-4%,-2%,-0.2%,0.9%,5%,
C=C(Cl)COc1ccc2c(CCCC)cc(=O)oc2c1,0.4%,-4%,-0.5%,-37%,-9%,-1%,0.2%,2.3%,2%,
CCOc1ccc(C(=O)COC(=O)c2ccc(-n3cnnn3)cc2)cc1,0.0%,-5%,0.9%,-30%,0%,6%,-0.1%,1.5%,-3%,
COc1cc(/C=N/NC(=O)CC2(C)OCCO2)cc(Br)c1O,0.8%,-5%,0.0%,-37%,16%,-5%,-0.4%,1.6%,.,
COC(=O)/C(C#N)=C/c1ccc(-c2ccc(S(N)(=O)=O)cc2)o1,1.0%,0%,1.0%,-11%,40%,4%,-1.5%,-1.4%,-1%,
CC(=O)c1cnc2scnn2c1=O,0.2%,-12%,0.3%,-27%,-21%,-4%,0.5%,-0.2%,-1%,
Cc1ccc(CNC(=O)C(=O)c2cn(CC(=O)N3CCCC3)c3ccccc23)cc1,-0.9%,4%,0.7%,-3%,13%,7%,0.2%,-2.0%,2%,

# Overlap with the part before: 2 compounds; new compounds follow.
SMILES,West Nile antiviral,GPR35 antagonists,HIV fusion peptide,NOD1 NF-kB reporter,KOR beta-arrestin-1,GPR55 LPI antagonism,GPR55 activation,KOR beta-arrestin-2,Dengue-2 NS5 capping,others
CC(=O)c1cnc2scnn2c1=O,0.2%,-12%,0.3%,-27%,-21%,-4%,0.5%,-0.2%,-1%,
Cc1ccc(CNC(=O)C(=O)c2cn(CC(=O)N3CCCC3)c3ccccc23)cc1,-0.9%,4%,0.7%,-3%,13%,7%,0.2%,-2.0%,2%,
CCOC(=O)C1CCN(C(=O)c2ccccc2NC(C)=O)CC1,0.6%,8%,-0.6%,-1%,13%,-4%,0.2%,-0.2%,-7%,
O=C1NC(=Nc2cccc(Cl)c2)SC1Cc1cccc(Cl)c1Cl (stereo unspecified),-0.7%,10%,-0.8%,7%,45%,-7%,-0.1%,0.0%,-8%,
CCOc1ccccc1NC(=O)c1ccccc1-c1nc(-c2ccccc2)no1,2.1%,16%,-0.9%,12%,10%,0%,-0.4%,-2.9%,-2%,
COc1ccc(C(C(=O)NCC2CCCO2)N(C(=O)Cn2nnc3ccccc32)c2ccc(NC(C)=O)cc2)cc1OC (stereo unspecified),0.6%,4%,0.2%,25%,-37%,-2%,-0.1%,5.7%,-7%,
O=C(N/N=C/c1ccc[nH]1)c1ccc(COc2cccc3cccnc23)cc1,-1.4%,-12%,1.6%,17%,-6%,16%,0.1%,1.7%,-6%,
CC1Cc2ccccc2N1C(=O)CSc1nnnn1C(C)C (stereo unspecified),-0.4%,12%,-0.7%,-44%,19%,-9%,-0.1%,-0.3%,-10%,
CCOC(=O)C1(Cc2cccc(OC)c2)CCN(Cc2csc(C(C)=O)c2)CC1,-0.7%,6%,-0.3%,-9%,7%[20 µM],5%,0.2%,.,4%,
COC(=O)c1cc(N=Cc2c(O)c3ccccc3oc2=O)cc(C(=O)OC)c1,-0.2%,-6%,6.5%,-13%,0%,-3%,-0.2%,-2.1%,.,
CCC(=O)Nc1cccc(-c2cc3ccccc3oc2=O)c1,-0.8%,-8%,1.3%,-45%,-11%[20 µM],-2%,-0.1%,-5.0%,-4%,
COc1ccccc1N1CCN(Cc2nc(-c3ccc(F)cc3)oc2C)CC1,-1.1%,1%,-3.1%,40%,0%,7%,-0.2%,-1.4%,-2%,
CC(C)c1cccc(C(C)C)c1OCCCCN1CCCC1,-0.6%,4%,0.4%,-14%,-53%,14%,-0.1%,1.4%,-1%,
OC(COc1ccc(-c2ccccc2)cc1)CN1CCOCC1 (stereo unspecified),-0.7%,-10%,1.7%,-38%,-17%,3%,-0.4%,-5.9%,.,
CC(C)(C)C(=O)COC(=O)c1c2c(nc3ccccc13)CCC2,-0.2%,-10%,5.4%,-30%,-22%,11%,-0.7%,0.0%,1%,
CC(C)OC(=O)CSc1n[nH]c(-c2cccnc2)n1,0.4%,-2%,1.5%,-22%,-36%,-14%,0.2%,-0.5%,-4%,
CCOc1ccc(N2C(=O)CNC2=S)cc1,0.3%,-22%,5.6%,-12%,3%[20 µM],0%,0.2%,-8.6%,3%,
CCc1nnc(NC(=O)C2CCN(c3nccc(C)n3)CC2)s1,0.3%,-2%,0.4%,-14%,-4%,11%,0.0%,1.0%,0%,
CS(=O)(=O)N(CC(=O)NCc1ccncc1)Cc1ccc(Cl)cc1,0.1%,-6%,0.4%,-12%,-10%,1%,-0.1%,-2.7%,.,
C/C(=N\Nc1cc(N2CCOCC2)nc(C)n1)c1ccc(F)cc1,-0.9%,-2%,-1.1%,-15%,-15%[20 µM],5%,-0.2%,-7.6%,3%,
CCOC(=O)C1=C(CC)Nc2ccccc2N/C1=N\S(=O)(=O)c1ccc(C(=O)OCC)cc1,-0.1%,-12%,3.6%,-50%,20%,18%,-0.4%,-1.2%,6%,
COc1ccc(-c2[nH]ncc2[C@@H]2C[C@H]3CN(Cc4ccccc4C)C(=O)[C@]34CCCN24)cc1,-0.9%,1%,0.2%,-16%,-16%[20 µM],-3%,-0.1%,.,7%,
CN(C)S(=O)(=O)c1ccc(C(=O)Nc2cc(=O)n(C)c(=O)n2C)cc1,0.0%,10%,-0.1%,-28%,46%,5%,-0.4%,5.8%,7%,
O=S(=O)(c1cc(Cl)ccc1Br)N1CCOCC1,0.0%,-6%,1.5%,-9%,32%,0%,0.0%,-6.3%,-2%,
CCOC(=O)c1cc2cc(OCc3ccccc3)ccc2nc1C,-1.0%,1%,2.5%,-9%,-2%,2%,0.8%,-0.3%,-7%,
CNS(=O)(=O)c1ccc(OC)c(-c2nnc3c4ccccc4c(C)nn23)c1,0.1%,8%,-2.9%,-26%,-13%,-5%,0.3%,2.2%,-5%,
O=C(NCCc1cccc(Cl)c1)c1ccc(OC2CCN(Cc3ccccn3)CC2)cc1,0.1%,-3%,2.0%,34%,34%,-5%,-0.2%,-4.2%,-6%,
COc1ccccc1-c1nnc(SCC(=O)NC2CCS(=O)(=O)C2)n1N (stereo unspecified),0.1%,0%,0.7%,-18%,18%,-1%,0.1%,-4.0%,1%,
CC(C)Cc1nnc(NC(=O)c2cc([N+](=O)[O-])ccc2N2CCOCC2)s1,-0.2%,2%,1.9%,-48%,-20%,-7%,0.2%,1.5%,-4%,
COc1ccc(CNC(=O)c2c(C)cc(=O)oc2C)cc1OC,-0.1%,-4%,1.5%,-12%,-5%,5%,-0.1%,-4.6%,0%,
Cc1cccc(NC(=O)COc2cccc3c2CCN(C)C3=O)c1C,-1.7%,-5%,-1.5%,-51%,-51%,3%,-0.3%,1.7%,2%,
CCCCN(CC)C(=O)c1n[nH]c(=O)c2ccccc12,-0.7%,-4%,2.2%,-25%,-32%,11%,-0.1%,2.0%,-1%,
O=C(Nc1ccc(Br)cc1Cl)NC1CC1,-0.9%,10%,2.1%,-3%,-5%,-11%,1.4%,-2.8%,-11%,
COc1ccc(C2CC(c3ccc(Br)cc3)=NN2C(=O)CCC(=O)O)cc1OC (stereo unspecified),-0.7%,0%,2.6%,-19%,-36%[20 µM],-4%,-0.1%,-4.1%,2%,
Cc1ccc(-c2nn(C)c(=O)c3ccccc23)cc1CNC(=O)NC1CCCCC1,-0.1%,-5%,-1.4%,-9%,-13%,0%,0.4%,4.5%,14%,
COc1ccc(/C=N/NC(=O)COc2ccc3ccccc3c2)c(C(=O)O)c1OC,-0.1%,-13%,1.1%,-22%,21%,0%,-0.5%,9.7%,-1%,
CCn1c(SCC(=O)c2c(N)n(C)c(=O)n(C)c2=O)nc2sc(C)c(C)c2c1=O,.,-4%,3.2%,-8%,-39%,-2%,0.2%,-8.0%,.,
Cc1c(C(=O)OC2CCC(C)CC2)[nH]c2c1C(=O)CCC2 (stereo unspecified),0.0%,20%,0.8%,-27%,-4%,7%,-0.1%,0.0%,-4%,
COc1cccc(Nc2nc(-c3sc(C)nc3C)cs2)c1,-0.2%,-7%,-1.2%,-9%,-26%,1%,0.8%,4.4%,-11%,
CCSc1nc2sc3c(c2c2[n+]1CC(CBr)O2)CCCC3 (stereo unspecified),2.6%,7%,-1.6%,8%,.,-2%,0.0%,1.5%,.,
COC(=O)CSc1ccc2c(N)c(C(=O)OC)sc2c1,-0.5%,-1%,2.5%,-6%,2%,8%,-0.1%,0.0%,-2%,
c1ccc(Oc2ccc3ccccc3n2)cc1,0.0%,-16%,1.5%,-40%,5%,10%,0.5%,-3.9%,4%,
CC(C)Sc1nc2ccccc2n2cnnc12,-0.7%,-1%,-1.2%,-2%,-4%,.,0.0%,1.2%,-1%,
O=C(NCc1ccncc1)c1nc(-c2ccc(C(F)(F)F)cc2)no1,-1.3%,-1%,-1.3%,-21%,-58%[20 µM],-9%,0.2%,-0.3%,5%,
COc1ccc(CCNC(=O)COC(=O)c2cc(S(=O)(=O)NCc3ccccc3)ccc2O)cc1OC,0.1%,-8%,5.4%,-8%,0%,-8%,-0.1%,4.4%,1%,
NC(=O)N/N=C/c1coc2ccc3ccccc3c2c1=O,-0.1%,-4%,1.5%,-4%,-12%,3%,-0.1%,-2.3%,3%,
COc1cc2c(C(=O)NCc3ccccn3)cn(CC(C)C)c(=O)c2cc1OC,-0.1%,22%,3.6%,8%,-8%,0%,1.1%,-0.1%,-1%,
O=C(CN1C(=O)COc2ccccc21)NCCCN1CCCCC1,0.5%,9%,2.8%,-23%,-27%,11%,0.6%,-2.8%,1%,
CCC(O)(c1ccccc1)C(CN1CCOCC1)c1ccccc1 (stereo unspecified),-1.3%,-5%,1.2%,-6%,4%,-2%,0.0%,1.6%,4%,
CCC(=O)N1CCN(c2ccccc2NC(=O)COc2cccc(C)c2)CC1,0.0%,-7%,-2.3%,-20%,47%,0%,0.1%,-6.1%,0%,

# Source: PubChem (several laboratories)
